Screens from PubChem BioAssay.
M4 antag: CHRM4 antagonism in calcium assay; CHO-hM4 cells, ACh EC80, Fluo-8 calcium fluorescence; inhibition, % at 3 µM; 360,000 tested, 0.73% active; P08173;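 active = inhibition above its plate's cutoff, the mean inhibition of sample wells plus 3 SD, cut at about 27% in these data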;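 also: 0% = acetylcholine EC80 with DMSO and 100% = DMSO without agonist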
Target sequence (P08173 whole entry, looked up): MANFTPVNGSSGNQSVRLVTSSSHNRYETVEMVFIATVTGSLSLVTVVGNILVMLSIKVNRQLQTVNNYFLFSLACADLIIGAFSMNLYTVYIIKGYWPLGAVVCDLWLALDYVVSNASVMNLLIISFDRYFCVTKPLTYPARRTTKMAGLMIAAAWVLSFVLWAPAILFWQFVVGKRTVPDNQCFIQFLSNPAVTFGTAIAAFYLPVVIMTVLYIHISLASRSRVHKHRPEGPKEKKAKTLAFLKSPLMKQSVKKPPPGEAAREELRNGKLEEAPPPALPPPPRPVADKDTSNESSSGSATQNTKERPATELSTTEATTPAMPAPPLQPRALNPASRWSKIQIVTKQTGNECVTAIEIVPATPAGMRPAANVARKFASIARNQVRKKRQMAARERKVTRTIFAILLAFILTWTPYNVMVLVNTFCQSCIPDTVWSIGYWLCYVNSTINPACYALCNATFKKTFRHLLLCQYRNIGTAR
M5 antag: CHRM5 antagonism in calcium assay. inhibition, % at 3 µM. AID 624040. 360,000 tested, 0.59% active. CHO-hM5 cells, Fluo-8 calcium fluorescence, ACh EC80;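 active = inhibition above a per-plate cutoff, the mean of that plate's test compounds plus 3 SD, cut at about 27% in these data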;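 also: 0% = acetylcholine EC80 with DMSO and 100% = DMSO without agonist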
Target sequence (P08912 whole entry, looked up): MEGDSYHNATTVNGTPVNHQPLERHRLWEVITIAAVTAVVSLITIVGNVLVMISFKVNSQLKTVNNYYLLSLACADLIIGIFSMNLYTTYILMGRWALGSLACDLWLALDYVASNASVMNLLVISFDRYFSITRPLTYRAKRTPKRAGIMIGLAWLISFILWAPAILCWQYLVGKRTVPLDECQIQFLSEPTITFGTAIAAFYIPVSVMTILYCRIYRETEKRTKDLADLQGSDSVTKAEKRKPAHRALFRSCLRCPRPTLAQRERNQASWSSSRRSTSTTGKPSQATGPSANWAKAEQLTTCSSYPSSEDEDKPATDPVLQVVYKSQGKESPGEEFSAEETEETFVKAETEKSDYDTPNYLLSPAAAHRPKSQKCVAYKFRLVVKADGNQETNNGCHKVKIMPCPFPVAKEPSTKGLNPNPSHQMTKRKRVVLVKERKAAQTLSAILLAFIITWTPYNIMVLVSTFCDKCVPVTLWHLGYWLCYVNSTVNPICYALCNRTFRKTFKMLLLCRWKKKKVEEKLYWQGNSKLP
IDE cell inh: inhibitors of human insulin-degrading enzyme in cells. AID 434962. HEK cells, FAbetaB cleavage, fluorescence polarization. inhibition, % at 5.59 µM. 320,000 tested, 0.41% active. P14735;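 active = percent inhibition above the average of all tested compounds plus 3 SD, set per screening campaign, cut at about 16% in these data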;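 also: IDE supplied by intact live HEK cells; FP after avidin binding of uncleaved biotin substrate so inhibition keeps polarization high; 0% = DMSO wells and 100% = 60 µM reference IDE inhibitor Ii1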
CRFBP-R2 block: CRF-BP/CRF-R2 complex antagonism; HEK293 CRF-R2/CRF-BP, CRF-induced calcium fluorescence; inhibition, % at 11.8 µM; 350,000 tested, 0.59% active;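 active = inhibition of the ligand-induced calcium signal above about 50% at the single tested concentration, limit read from the data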
M4 ag: agonists of human muscarinic M4 receptor (CHRM4); activation, % at 3 µM; 360,000 tested, 0.14% active; CHO-K1 hM4/Gqi5, Fluo-8 calcium fluorescence; vehicle 0%, full acetylcholine response 100%;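 active = activation above the run mean over all test wells plus 3 SD, cut at about 32% in these data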;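 also: peak over basal fluorescence ratio per well then scaled between controls; 0% = DMSO wells and 100% = acetylcholine at EC100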
CHRM5 agonist: agonists of human muscarinic M5 receptor (CHRM5); CHO-K1 hM5 cells, Fluo-8 calcium fluorescence; 0% DMSO wells, 100% maximal acetylcholine response; activation, % at 3 µM; 360,000 tested, 0.19% active; AID 624037;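 active = activation above the run's mean over test compounds plus 3 SD, cut at about 23% in these data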;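 also: signal is peak over basal fluorescence ratio across the kinetic read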
M4 PAM: positive allosteric modulators of human muscarinic M4 receptor; P08173; activation, % at 3 µM; CHO-K1 hM4/Gqi5, Fluo-8 calcium fluorescence, ACh EC20; 0% = ACh EC20, 100% = maximal ACh; 360,000 tested, 0.4% active;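 active = activation above its plate's cutoff, the mean activation of sample wells plus 3 SD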; also: some results filed as inactive read as strong as hits
CRFR2-BP ag: CRF-BP/CRF-R2 complex agonism; 350,000 tested, 0.46% active; AID 588473; HEK293 CRF-R2/CRF-BP, calcium dye fluorescence (FLIPR); percent of saturating CRF peptide response; activation, % at 13.2 µM;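 active = activation of at least 50%, plus an integration ratio under a set limit after plate pattern correction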;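 also: plate controls were neutral control wells without compound for no effect and CRF at EC100 for full effect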
M5 PAM: potentiates acetylcholine response at human M5 receptor; AID 624038; P08912; activation, % at 3 µM; CHO-K1 hM5, Fluo-8 calcium, ACh EC20 PAM; 0% = ACh EC20, 100% = ACh EC100; 360,000 tested, 0.3% active;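 active = activation above the run cutoff, the mean activation of all test compounds plus 3 SD, cut at about 18% in these data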
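System: CHO-K1 cell line with stable human muscarinic M5 receptor expression | Also added: EC20 acetylcholine as agonist stimulus | Compound: One concentration, 3 µM final (nominal) | Timing: Fluo-8 loading 80 min at 37 °C plus 30 min room temperature | Measured by: Fluo-8 calcium dye fluorescence, kinetic read | Read-out basis: % activation, ACh-normalized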
An asterisk follows results filed as active; · = no result given.

The opening 3 records, to show the layout:
SMILES	M4 antag	M5 antag	IDE cell inh	CRFBP-R2 block	M4 ag	CHRM5 agonist	M4 PAM	CRFR2-BP ag	M5 PAM
CC1(C)CC(=O)C=C(NCC(O)c2ccccc2)C1 (stereo not given)	-0.2	3.9	1.6	3.9	1.4	1.0	2.5	3.2	1.8
O=C(CCCn1c(=O)[nH]c2cc(Cl)ccc2c1=O)NCCN1CCN(c2ccccc2)CC1	-6.2	9.8	8.8	-22.5	5.6	-5.5	-0.9	1.3	-8.1
Cc1cc(C)n(CC(=O)Nc2cccc(C(F)(F)F)c2)n1	4.2	4.6	5.8	1.1	0.9	-1.5	10.1	1.0	-2.6

Results, from the start:
SMILES	M4 antag	M5 antag	IDE cell inh	CRFBP-R2 block	M4 ag	CHRM5 agonist	M4 PAM	CRFR2-BP ag	M5 PAM
CC1(C)CC(=O)C=C(NCC(O)c2ccccc2)C1 (stereo not given)	-0.2	3.9	1.6	3.9	1.4	1.0	2.5	3.2	1.8
O=C(CCCn1c(=O)[nH]c2cc(Cl)ccc2c1=O)NCCN1CCN(c2ccccc2)CC1	-6.2	9.8	8.8	-22.5	5.6	-5.5	-0.9	1.3	-8.1
Cc1cc(C)n(CC(=O)Nc2cccc(C(F)(F)F)c2)n1	4.2	4.6	5.8	1.1	0.9	-1.5	10.1	1.0	-2.6
CCOc1ccc(C2/C(=C(\O)c3c(C)[nH]c(C(=O)OC)c3C)C(=O)C(=O)N2CCN(C)C)cc1 (stereo not given)	-5.0	-9.7	2.9	20.3	2.2	4.2	7.0	6.9	7.1
Cc1ccc(/C=N/NC(=O)C2COc3ccccc3O2)s1 (stereo not given)	2.9	5.1	5.0	9.3	1.9	-0.5	-2.9	-1.6	-1.3
CN(C)S(=O)(=O)N1CCN(C(=O)c2ccccc2)CC1	-9.0	-5.0	6.0	-3.3	0.3	-2.9	9.3	-0.1	-0.1
O=C(Cc1ccccc1F)OCC(=O)N1CCc2ccccc21	-4.3	0.0	8.9	-17.7	1.1	-1.1	5.5	1.1	2.4
O=C(CCN1C(=O)S/C(=C\c2cccs2)C1=O)Nc1nccs1	-2.3	-1.6	-1.2	6.1	1.4	3.9	-10.5	3.0	-0.2
Cc1ccc(NC(=O)CNC(=O)c2cccs2)cc1S(=O)(=O)Nc1ccc(Cl)cc1	0.4	-0.6	2.1	-17.8	0.7	-0.2	-4.2	3.9	1.7
COc1ccc(N2C(=O)CC2(C#N)c2ccc(OCc3ccccc3)cc2)cc1 (stereo not given)	-4.5	-8.9	11.8	-15.1	0.8	-1.4	11.6	3.6	6.1
CCNc1nc(SC(C)C(=O)OC)nc(N2CCOCC2)n1 (stereo not given)	-3.8	-5.7	3.6	-6.4	0.4	-7.2	4.6	0.2	-6.2
Cc1ccc(S(=O)(=O)NCC(=O)OCC(=O)Nc2ccccc2OC(F)F)cc1	3.9	2.8	-10.3	23.6	0.6	-2.8	-0.1	-0.8	-1.5
CCn1cc(C(=O)NCCC(C)C)c(=O)c2cc(F)c(N3CCN(C)CC3)cc21	0.7	7.3	4.5	-8.7	1.0	-5.8	-0.5	3.1	4.5
Cc1cccn2c(=O)cc(COC(=O)C(C)Oc3ccccc3)nc12 (stereo not given)	-7.5	1.2	3.6	-24.9	3.1	1.2	7.5	-1.8	-14.4
Cc1cc(C)c([N+](=O)[O-])cc1NC(=O)CCS(=O)(=O)c1ccccc1	-2.8	8.7	-2.5	1.1	2.7	-0.2	0.8	-5.2	-1.0
CN(C)c1nc(SCC#N)nc(N(C)C)n1	12.5	1.4	3.8	20.7	-0.5	-1.9	4.3	0.8	3.5
C=CCOc1ccc(/C=C/C(=O)OCC(=O)NCC2CCCO2)cc1 (stereo not given)	-6.1	2.5	2.2	4.5	4.3	1.2	0.9	-1.8	-4.0
O=C(OCc1cc2ccccc2[nH]c1=O)C1CCCCC1	-4.7	2.9	0.4	-12.0	0.4	-0.9	1.3	-1.8	-3.8
N#Cc1nc(COc2ccccc2Cl)oc1N1CCCCCC1	-4.7	-1.6	·	22.8	-0.4	-2.5	1.0	0.9	-0.7
COC(=O)c1ccc(-c2sc3nc(N4CCOCC4)c4c(c3c2N)CC(C)(C)OC4)o1	-7.5	1.6	1.4	-18.6	0.7	0.0	-3.2	14.0	1.6
COc1ccc(C(=O)NC2CCN(C(=O)NC3CCCCC3)CC2)cc1	-3.7	-4.0	-6.8	-4.2	0.6	0.0	-5.5	-0.7	-4.5
COc1cc(CNc2ccccc2SC)ccc1O	4.9	10.2	0.9	55.2*	3.7	4.1	10.6	-3.1	-2.3
O=C(c1ccc(-c2ccccc2)cc1)N1CCN(Cc2ccccn2)CC1	8.7	-6.4	·	3.5	1.3	-2.6	-7.6	1.1	-0.2
CCCCC(=O)Nc1ccc2oc(-c3cccnc3)nc2c1	-7.7	-0.8	2.8	11.2	3.7	0.5	-0.7	-2.0	0.7
Cc1ccsc1/C=N/NC(=O)CNC(=O)c1ccco1	0.6	7.1	-1.3	11.2	2.2	-3.2	5.6	-0.3	4.0
CCc1ccc2nc(N(CCCN(C)C)C(=O)c3ccc(S(=O)(=O)N4CCc5ccccc5C4)cc3)sc2c1	-3.8	-4.6	-1.2	-47.5	14.7	-3.1	0.9	12.4	6.4
O=c1cc2c(n[nH]1)-c1ccccc1CC2	5.4	9.8	3.9	-15.7	0.3	-2.3	3.6	-1.9	3.8
Cc1cc(C)cc(N2CC(O)=C(c3nc4ccccc4c(=O)[nH]3)C2=N)c1	-7.2	1.4	4.0	-11.0	1.9	2.9	5.5	-1.9	-3.7
Cc1ccc(N=Nc2c(C)[nH]n(-c3ccccc3)c2=O)c(C)c1	-3.1	-2.8	7.0	11.7	1.0	-3.3	1.8	1.5	1.1
Cc1nc(=O)c(-c2ccccc2)c(C)n1CCCCCC(=O)O	7.3	-3.0	-2.6	-2.3	0.2	0.6	4.5	0.3	6.2
CCN(C(=O)CN1CCOCC1)c1c(N)n(Cc2ccccc2)c(=O)[nH]c1=O	7.7	2.3	0.3	20.5	0.5	-3.6	-0.4	-1.7	2.8
Cc1ccc(SCC(=O)NCCc2ccc(F)cc2)cc1	11.2	3.4	-2.4	1.5	-0.3	-9.1	-5.4	-1.0	-1.6
CC(C)N(C(=O)Cn1cc(S(=O)(=O)CC(=O)NCCc2ccccc2)c2ccccc21)C(C)C	-1.1	-1.4	·	-8.3	2.4	-1.2	3.5	0.0	-2.8
O=C(CCN1CCCC1)Nc1ccc(Br)cc1	6.5	2.5	8.4	16.8	0.2	-6.9	-0.5	-0.9	-3.5
CCOC(CNC(=O)c1cc(C)nn1-c1ccccc1)OCC	-16.4	3.5	6.9	12.8	0.7	-2.8	4.0	-1.7	-8.8
OCCC1CN(Cc2cnc(-c3cccc4ccccc34)nc2)CCN1C1CCCCC1 (stereo not given)	-3.1	3.2	0.9	-11.2	4.5	-8.3	-24.3	-1.2	-5.9
N#CC1=C(N)Oc2n[nH]c(-c3ccncc3)c2C1c1ccsc1 (stereo not given)	4.5	7.6	-0.7	-13.8	0.2	-1.5	3.0	-4.1	-4.5
O=C(NNC(=O)c1ccccc1[N+](=O)[O-])c1csc(N2CCOCC2)n1	-1.4	7.4	-8.9	-3.3	1.7	1.9	0.5	-1.3	-3.6
C=CCONC(=O)c1cc(OCC(F)(F)F)ccc1OCC(F)(F)F	7.3	1.6	1.6	-37.2	-0.5	-0.8	-0.3	-0.1	-0.2
Cc1ccc(NC(=O)Cn2cccc2C2=NC(c3ccccc3)CO2)c(C)c1 (stereo not given)	-3.0	1.8	-3.8	3.0	0.5	-2.9	12.1	-1.6	-0.2
CCC(Sc1nc2c(c(=O)[nH]1)CCC2)C(=O)Nc1cccc(OC)c1 (stereo not given)	-5.7	1.6	-0.4	-14.2	-2.4	1.6	13.0	1.2	-9.6
O=C(Nc1c2c(nn1-c1ccc([N+](=O)[O-])cc1)CS(=O)(=O)C2)c1ccccc1F	2.2	-11.5	-3.5	10.0	1.7	-2.0	-0.4	3.5	3.5
COCCNc1c(-c2ccc(OC)c(OC)c2)nc2ccc(Cl)cn12	-7.1	-3.9	-1.4	5.8	10.6	-1.3	-4.9	-1.9	-10.4
CC(C)NC(=O)c1ccccc1NC(=O)CS(=O)(=O)Cc1ccccc1	-7.0	-2.2	-1.1	8.2	1.4	2.4	5.0	-0.8	3.9
O=c1oc(CCO)cc2ccc(C#Cc3ccsc3)cc12	-24.6	0.7	6.4	-1.4	4.2	-2.8	14.2	-0.4	5.1
O=C(Nc1nc(=O)c2ccccc2s1)c1ccc(F)cc1	-8.1	-8.9	3.5	-13.8	3.4	2.6	0.4	3.1	-3.5
CCOC(=O)c1ccc(NC(=S)N(CCN(C)C)Cc2cccs2)cc1	-18.3	-5.7	0.7	-7.3	5.0	-13.7	3.5	2.6	2.1
Cc1cc(OCC(=O)NCC2CCC(C(=O)O)CC2)c2c(C)c(C)c(=O)oc2c1 (stereo not given)	-4.1	8.4	2.0	0.2	0.8	2.9	5.0	-2.2	3.5
CCC(NS(=O)(=O)c1ccc2c(c1)NC(=O)C(C)C(=O)N2)c1cccs1 (stereo not given)	-19.6	-2.9	0.6	-8.7	-1.1	-0.4	9.2	4.6	-3.0
O=C(N[C@@H](Cc1ccccc1)C(=O)OCc1ccccc1)c1nc[nH]c1C(=O)N1CCN(c2ccccc2)CC1	1.6	7.8	-7.1	-20.3	11.4	-0.8	4.3	2.3	-15.9
Cc1cccc(C(=O)NCC(=O)N(C)CC(=O)Nc2ccc(N3CCOCC3)cc2)c1	6.6	0.6	-3.4	3.2	1.1	-3.3	-4.8	-0.6	4.6
COC(=O)c1ccc(Cl)c(NC(=O)Cc2ccccc2[N+](=O)[O-])c1	-15.6	-6.5	3.1	9.6	1.2	-1.9	4.8	-0.1	0.8
CCOc1ccc2c(CC)cc(=O)oc2c1OCC	3.5	-2.5	4.3	6.8	-0.6	0.0	2.6	-1.0	2.7
O=C(Nc1cccnc1Cl)c1ccc(S(=O)(=O)N2CCCCCC2)cc1	-0.3	1.6	-2.9	-9.6	1.5	1.4	0.2	-0.7	-0.4
CC(=O)Nc1cc(C(=O)N2CCc3ccccc3C2)ccc1Sc1ccc(C)cc1	-10.8	-3.6	0.7	5.2	6.5	-4.8	2.9	-1.9	-3.6
COc1ccc(C(=O)OCC(=O)C(C)(C)C)cc1S(=O)(=O)N(C)CCc1cccnc1	2.4	-3.1	1.0	-1.3	8.9	2.4	-10.6	-1.6	-1.9
CC1CCN(C(=O)CN(c2ccc(Oc3ccccc3)cc2)S(C)(=O)=O)CC1	6.2	5.6	3.3	18.1	9.8	-1.9	-18.7	-0.5	-5.3
CCN(c1ccc(NC(=O)COC(=O)CCC(=O)c2ccc(F)cc2)cc1)C(C)C	-6.1	-7.4	-3.5	-1.2	1.1	-12.7	-2.5	-1.1	-4.8
O=C(c1cc2nc(-c3ccccc3)cc(C(F)(F)F)n2n1)N1CCN2CCCC2C1 (stereo not given)	-3.8	10.2	2.9	-3.8	5.3	-5.3	-4.4	-0.9	0.2
O=C(Nc1ccc(S(=O)(=O)N2CCOCC2)cc1)C1CCCCC1	1.5	1.1	9.8	12.9	2.5	4.0	4.3	-1.5	-6.9
